# Source: PubChem
# IL-1B inflam inh: blocks inflammasome-driven IL-1 beta release; activity change, % at 57.5 µM; THP-1 LPS/ATP IL-1B secretion, AlphaLISA, 16 h; hits give low values; 4.7% of 360,000 active; AID 743279; in the data active means activity change below about -50%; inconclusive means mostly about -30% to -49%; further: on the % scale 0 is the no-effect control and ±100 the full control effect
#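 THP-1 cells pretreated 1 hr with compounds (up to 57.5 uM final), then stimulated with LPS (250 ng/mL final) plus ATP (1.25 mM final); secreted IL-1B measured by AlphaLISA after 16 hr, decreased signal indicating inhibition.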
# SW480 rerep: DNA re-replication induction in SW480 cells | SW480 DNA re-replication, Hoechst DNA content imaging, 48 h | Potency, µM (series often up to 46.1 µM), for the others: at the top dose re-replication activation, most hits filed as activators | 1.8% of 340,000 active | AID 624297; further: potency means the concentration at half of the fitted maximal effect; % of control where 0% means no effect; nearly all actives have a fitted effect of over 55% in size
#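 Treated cells incubate 48 hr (37 C, 5% CO2), are stained 40 min with Hoechst, and nuclear fluorescence is enumerated; a rise in nuclei with high DNA signal marks re-replication.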
# HT1080 IDH1KD tx: toxicity to HT-1080 IDH1 knockdown cells (counter line); 2% of 360,000 active; HT-1080 IDH1 knockdown viability, ATP luminescence, 48 h; AID 686971; Potency, µM (titrated, usually from 46.1 µM), without a hit: at the highest dose activity, negative = toxicity, usual class: cytotoxic;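 further: potency means the concentration at half of the fitted maximal effect; 0% = DMSO wells and -100% = cell-free medium wells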
#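 Luminescent ATP read-out (CellTiter-Glo, 10 min at room temperature) after 48 h compound exposure at 37 °C gave viability of IDH1-knockdown HT-1080 cells. Activity was normalised to DMSO and cell-free wells, then fitted as concentration-response curves.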
# HT1080NT lethal: kills 2HG-producing HT-1080-NT fibrosarcoma cells; HT-1080-NT fibrosarcoma viability, CellTiter-Glo ATP luminescence, 48 h; Potency, µM (titrated, usually from 46.1 µM), inactives show at the highest dose activity, negative = less viability, usual class: cytotoxic; 1.6% of 360,000 active; AID 686970;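 further: NT is the 2HG producing partner of a matched IDH1 knockdown line; potency means the concentration at half of the fitted maximal effect; 0% = DMSO-treated cells and -100% = media-only wells without cells; nearly all actives have a fitted effect of over 55% in size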
#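 Viability of the 2HG-overproducing fibrosarcoma line after 48 hours of compound exposure at 37 degrees C was determined by luminescence with CellTiter-Glo, and concentration-effect curves were then fitted and categorized.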
# ATXN2 expr inh: inhibitors of ATXN2 expression; HEK-293 ATXN2-luciferase reporter, luminescence, 24 h; Potency, µM (series often up to 57 µM), without a hit: top-dose activity change, negative = inhibition, most hits filed as inhibitors; 0.72% of 360,000 active; further: potency means the concentration at half of the fitted maximal effect; on the % scale 0 is the no-effect control and ±100 the full control effect; nearly all actives have a fitted effect of over 55% in size
#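 ATXN2-luciferase reporter cells (luciferase flanked by upstream and downstream ATXN2 gene portions) were treated 24 h at 37 °C with compounds at up to 57 uM. SteadyGlo luminescence gave expression; GF-AFC fluorescence gave viability.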
# S2 tox: viability counter-screen for ATXN expression inhibitors; Potency, µM (titrated, usually from 56.7 µM), usual class: cytotoxic; S2 cells (HEK-293 line with an ATXN2-luciferase reporter) viability, CellTiter-Fluor protease fluorescence, 24 h; AID 651635; 0.49% of 400,000 active; further: potency means the concentration at half of the fitted maximal effect; nearly all actives have a fitted effect of over 40% in size
# MCF10A rereplic: DNA re-replication induction in MCF 10a cells; MCF 10A DNA re-replication, Hoechst nuclear intensity, 48 h; Potency, µM (top dose mostly 46.1 µM), for inactives: top-dose activity, positive = re-replication, most hits filed as activators; 2.9% of 350,000 active; AID 624296; further: potency means the concentration at half of the fitted maximal effect; % of control where 0% means no effect; nearly all actives have a fitted effect of over 50% in size
# HepG2 tox: kills HepG2 cells in TGF-b inhibitor counter-screen | 0.76% of 410,000 active | Potency, µM (series often up to 46.1 µM), inactives show at the highest dose activity change, negative = cytotoxicity, usual class: cytotoxic | HepG2 CAGA-GFP viability, ATP luminescence, 18 h | AID 588856; further: potency means the concentration at half of the fitted maximal effect; some results filed as inactive show a strong effect at the top dose
#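 CellTiter-Glo luminescence gave cytotoxicity after 18 hours at 37 degrees C. The cells were HepG2 CAGA-GFP in 1% FBS DMEM, stimulated with 500 pg/mL TGF-beta after compound addition. %Activity was normalised to no-cell wells (complete cell-killing) and DMSO (no toxicity), and curves were fitted and classified.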
# KB-3-1 tox: KB-3-1 parental cell cytotoxicity | AID 1347075 | Potency, µM (series often up to 46.1 µM), without a hit: at the highest dose activity change, negative = cytotoxic, hits mostly cytotoxic | 1.4% of 400,000 active | KB-3-1 viability, CellTiter-Glo ATP luminescence, 72 h; further: potency means the concentration at half of the fitted maximal effect; on the % scale 0 is the no-effect control and ±100 the full control effect; nearly all actives have a fitted effect of over 60% in size
#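 Cells are dispensed, compounds pinned in, plates held at 37 °C for 72 h, then CellTiter-Glo is added and luminescence read after 10 minutes. Cell line: parental KB-3-1 in phenol-red-free DMEM, 10% FBS.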
# * = called active by the depositor; i = inactive; ? = inconclusive; . = not tested or not shown; [ ] = dose if it differs, or a comment. Unless noted, the call rests on the fitted dose curve; in most records, active means well fitted curve in the direction sought with a large enough effect; inconclusive means small, poorly fitted or top-dose-only effect, or another doubt; inactive means no such curve, though single readings can be large; an effect the other way counts as inactive or inconclusive. Rows are unselected; any-hit rate near 8.9%.
structure | IL-1B inflam inh | SW480 rerep | HT1080 IDH1KD tx | HT1080NT lethal | ATXN2 expr inh | S2 tox | MCF10A rereplic | HepG2 tox | KB-3-1 tox
CC(=O)Nc1ccc(OCC(O)CN2C(C)(C)CC(O)CC2(C)C)cc1 (configuration not stated) | 2 | -3% | 11% | 12% | 9% | i | -1% | -3% | -2%
Cc1cc(C)c(NC(=O)COC(=O)C2CCC(=O)N2)c(C)c1 (configuration not stated) | -6 | -89% | 9% | 0% | 1% | i | 4%[9.22 µM] | 10% | 5%
COc1cc(C)ccc1OCCCOc1ccccc1Br | ? | -7% | 18% | 6% | 51%[activator] | i | 12% | -1% | -1%
Cc1cc(/C=C2/SC(=S)N(c3cccc(C(F)(F)F)c3)C2=O)c(C)n1-c1cccnc1 | ? | 4%[9.22 µM] | ? | ? | -26% | ? | 2% | -25% | ?
Cc1ccc(-c2csc(NC(=O)CSc3nc(C)cc(=O)[nH]3)n2)cc1 | 34 | -3% | 9% | 2%[9.24 µM] | 13% | i | ? | -32% | 2%
CC(C)(C)c1nc(SCC(=O)NCc2cccs2)c2ccccc2n1 | 20 | 0% | 12% | 14% | . | . | 1% | -1% | 0%
Cc1nc2sc(C(c3cccs3)N3CCC(C(N)=O)CC3)c(O)n2n1 (configuration not stated) | 12 | -6% | 8% | 1% | 12% | i | -1% | 0% | -2%
O=C1Nc2ccccc2N(O)N1c1cc(-c2ccc(Cl)cc2)[nH]n1 | 8 | 1% | 0% | -7% | -12% | i | -3% | -2% | 7%
CCc1ccc(NC(=O)CSc2nnc(CNC(=O)c3c(F)cccc3Cl)o2)cc1 | 30 | -3% | -2% | -8% | 5% | i | -2% | 0% | 19%
CSc1nnc(SCC2=NNC(=O)SC2)s1 | 5 | 1% | 5% | -3% | -2% | i | 4% | 2% | ?
COc1ccc(S(=O)(=O)N2CCCOC2CNC(=O)C(=O)NCc2ccccc2F)cc1C (configuration not stated) | i | 19% | -10% | -8% | 1% | i | 2% | -24% | -15%
CCCc1sc(N2CCCC(C(N)=O)C2)nc1-c1ccccc1 (configuration not stated) | 2 | -2% | -4% | -4% | -12% | i | 4% | -48% | -7%
COC(=O)C(Cc1c[nH]c2ccccc12)NC(=O)CNC(C)=O (configuration not stated) | -2 | -5% | 16% | 16% | 1% | i | 5% | -1% | 6%
CCCCN1C(=O)C(=O)N(CC(=O)N2CCN(c3ccccc3)CC2)C1=O | 11 | ? | 11% | 7% | 5% | i | ? | 2% | 4%
C=CCN1c2ccccc2[C@]23C[C@@H](C(=O)OC)N(C(C)=O)C2=NC(C(=O)OC)=C(C(=O)OC)[C@H]13 | 14 | 1% | 12% | 10% | 1% | i | 18% | -18% | 1%
CCOc1ccc(CCNC(=O)COC(=O)/C=C/c2ccc(OC(F)F)c(OC)c2)cc1OCC | 4 | -267%[inhibitor] | 5% | 5% | 2% | i | 12% | 11% | -2%
NC(=O)c1cc(S(=O)(=O)N2CCOCC2)cs1 | 17 | 2% | -7% | 3% | . | i | -5% | 3% | 1%
Cc1ccccc1-c1nnc(-c2ccc(Br)cc2)o1 | 14 | -7% | 15% | 15% | 46%[activator] | i | ? | -3% | 4%
Cc1ccc(N(CC(=O)Nc2ccc(-c3nc4ccc(C)cc4s3)cc2)S(C)(=O)=O)cc1 | 4 | ? | -13% | -28% | 33%[activator] | i | 16µM* | -1% | -5%
Cc1nn(C)cc1C(=O)NNC(=S)Nc1ccc(Cl)cc1 | -8 | -3%[9.22 µM] | 18% | 17% | 3% | i | 4% | 8% | 13%
CCc1ccccc1NC(=O)c1cc(S(=O)(=O)N2CCC(C)CC2)cn1C | . | . | . | . | -9% | i | . | -30% | -9%
Cc1cc(Cl)c(S(=O)(=O)NC(C(=O)O)C(C)C)cc1OCC(=O)NC1CCCCC1 (configuration not stated) | 32 | -5% | 8% | 9% | 3% | i | 4% | -2% | 12%
CCOc1ccccc1OCC(=O)Nc1ccc(S(=O)(=O)N(C)C)cc1 | 14 | -1% | 2% | 6% | 19% | ? | 0% | 0% | 18%
CN1CCCC1(C)C(=O)Nc1ccc(-n2cccc2)cc1 (configuration not stated) | -8 | . | ? | 0% | 32% | i | . | -13% | 0%
Cc1cccc(NC(=O)Cn2cnc3c(oc4ccccc43)c2=O)c1 | -2 | -5% | 2% | -8% | -7% | i | -4% | -19% | ?
COc1cc(C2Nc3ccccc3C(=O)N2c2ccccc2OC)ccc1O (configuration not stated) | -13 | -3% | 13% | 19% | 7% | i | 0% | 7% | 15%
COC(=O)[C@@]1(Cc2ccc(F)cc2)[C@H]2c3cc(C(=O)N(C)C)n(Cc4ccc(OC)c(OC)c4)c3C[C@H]2CN1C(=O)c1ccccc1 | -2 | ? | -11% | -11% | -19% | ? | -6% | 3% | -16%
Cc1ccc(Cn2ccc(NC(=O)c3cc(C)on3)n2)cc1 | 18 | -7% | 4% | 3% | 21% | ? | 2% | -2% | 11%
COc1ccc(-c2sc(Nc3ccc(F)c(F)c3F)nc2CCC(=O)NN)cc1 | ? | 14% | -26% | ? | ? | i | 17% | -4% | 10%
COc1ccc(S(=O)(=O)N2CCN(CCC(=O)Nc3ccccc3F)CC2)cc1 | -7 | -9% | 24% | 10% | -5% | ? | ? | -1% | -8%
O=C(CN1C(=O)NC2(CCOc3ccccc32)C1=O)Nc1ccc2c(c1)OCCO2 (configuration not stated) | -26 | -4% | -8% | -10% | 1% | i | 4% | -14% | 5%
CC(=O)c1cccc(-c2ccnc3c2CC(C(=O)NCc2ccc(F)c(F)c2)O3)c1 (configuration not stated) | 61 | . | ? | ? | -12% | ? | . | -7% | 5.2µM*
Cc1cc(C(=O)COC(=O)c2ccc3c(c2)NC(=O)CS3)c(C)n1CC1CCCO1 (configuration not stated) | 5 | ? | -12% | 7% | 0% | ? | ? | -2% | -22%
COc1ccc(-n2c(C)c(C(C)=O)c3cc(OC(=O)COc4ccccc4)ccc32)cc1 | . | . | . | . | 9% | i | . | -7% | -5%
CC(C)=Cc1oc2ccc([N+](=O)[O-])cc2c1N1CC(C)OC(C)C1 (configuration not stated) | 16 | -12% | -3% | 6% | -27% | ? | 12%[9.22 µM] | -3% | -7%
O=C(Cc1cccs1)NCc1cccc(Cl)c1 | -10 | -5% | 10% | 11% | 33% | i | ? | 4% | -3%
O=[N+]([O-])c1ccc(Cl)c(NC(=S)N2CCCC2)c1 | -15 | -10% | 22% | ? | 27% | i | -5% | -8% | 2%
Cc1ccc2c(c1)C(=O)OC(C(=O)Nc1ncc(Cc3ccccc3)s1)C2 (configuration not stated) | . | . | . | . | 0% | ? | . | -6% | 18%
COc1ccc(C(=O)OCC(=O)Nc2cccc(C(C)=O)c2)cc1OC | 20 | -29% | 3% | -1% | -6% | i | 15% | -13% | -7%
COc1cc(OC)c(C=NNC(=S)NC23CC4CC(CC(C4)C2)C3)c(OC)c1 | 12 | ? | 0% | -6% | 3% | i | ? | -21% | -9%
O=C(NCCOc1ccccc1)c1cc2ccccc2o1 | 36 | 0%[9.22 µM] | 17% | 12% | 58%[activator] | i | 1% | 0% | 17%
CCCC(=O)Nc1ccccc1-c1nnc(SC)[nH]c1=O | 43 | -2% | -3% | -1% | -8% | i | -10% | -2% | -8%
O=C(CN1N=C(c2ccc(Cl)cc2)CCC1=O)NCCN1CCc2ccccc2C1 | -1 | 1% | 1% | -3% | 3% | i | -2% | -18% | -8%
CCOc1ccc(N2C(=O)CN(CC(=O)OC)C2=S)cc1 | 10 | -2% | -8% | 2% | 10% | i | -4% | 9% | 4%
O[C@@H]1CN(CC2CCCCC2)[C@@H](c2ccccc2)C[C@H]1n1cc(C2CC2)nn1 | 3 | . | 4% | 6% | -30% | ? | . | -5% | 21µM*

# In the list so far, 3 contain a furan ring, fused or not.
structure | IL-1B inflam inh | SW480 rerep | HT1080 IDH1KD tx | HT1080NT lethal | ATXN2 expr inh | S2 tox | MCF10A rereplic | HepG2 tox | KB-3-1 tox
Cc1cccc(NC(=O)Cn2cnc3c(oc4ccccc43)c2=O)c1 | -2 | -5% | 2% | -8% | -7% | i | -4% | -19% | ?
CC(C)=Cc1oc2ccc([N+](=O)[O-])cc2c1N1CC(C)OC(C)C1 (configuration not stated) | 16 | -12% | -3% | 6% | -27% | ? | 12%[9.22 µM] | -3% | -7%
O=C(NCCOc1ccccc1)c1cc2ccccc2o1 | 36 | 0%[9.22 µM] | 17% | 12% | 58%[activator] | i | 1% | 0% | 17%

# Full records as entered above. Screens in order: IL-1B inflam inh	SW480 rerep	HT1080 IDH1KD tx	HT1080NT lethal	ATXN2 expr inh	S2 tox	MCF10A rereplic	HepG2 tox	KB-3-1 tox
# Entry for CCOc1ccc(N2C(=O)CN(CC(=O)OC)C2=S)cc1 → 10	-2%	-8%	2%	10%	i	-4%	9%	4%
# Entry for O=C(NCCOc1ccccc1)c1cc2ccccc2o1 → 36	0%[9.22 µM]	17%	12%	58%[activator]	i	1%	0%	17%
# Entry for O=C(CN1N=C(c2ccc(Cl)cc2)CCC1=O)NCCN1CCc2ccccc2C1 → -1	1%	1%	-3%	3%	i	-2%	-18%	-8%
